High-throughput results deposited in PubChem BioAssay by National Center for Advancing Translational Sciences (NCATS).
DRD3 antagonist: D3 dopamine receptor (human) antagonism; P35462; D3R cells, DiscoveRx beta-arrestin luminescence, antagonist mode; hits give low values; max response, negative = inhibition, %; 360,000 compounds, 2.5% hits; AID 652054; in the data active = max response below about -50%; inconclusive = no clear call, values can overlap the other calls; also: % is scaled to controls: 0 for no effect and ±100 for the full control effect; mostly tested at two doses, the higher about 12 µM
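Cells expressing the human receptor were seeded at 1500 cells/well, incubated overnight at 37 degrees C in 5% CO2, then exposed to library compounds with dopamine controls for 90 minutes at 37 degrees C before luminescent detection.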
EPAC2 antag: blocks human EPAC2 exchange factor; AID 720708; EPAC2 GEF exchange of Rap1B-BODIPY-GDP, fluorescence; Potency, µM (highest dose often 114 µM), inactives show at the top dose activity, negative = inhibition, hits mostly inhibitors; Q8WZA2; 360,000 compounds, 0.18% hits; also: potency is read from the fitted curve at half-maximal effect; % is scaled to controls: 0 for no effect and ±100 for the full control effect; nearly all actives have a fitted effect of over 45% in size; many of its hits are not listed in these tables
Target sequence (Q8WZA2 whole entry, looked up): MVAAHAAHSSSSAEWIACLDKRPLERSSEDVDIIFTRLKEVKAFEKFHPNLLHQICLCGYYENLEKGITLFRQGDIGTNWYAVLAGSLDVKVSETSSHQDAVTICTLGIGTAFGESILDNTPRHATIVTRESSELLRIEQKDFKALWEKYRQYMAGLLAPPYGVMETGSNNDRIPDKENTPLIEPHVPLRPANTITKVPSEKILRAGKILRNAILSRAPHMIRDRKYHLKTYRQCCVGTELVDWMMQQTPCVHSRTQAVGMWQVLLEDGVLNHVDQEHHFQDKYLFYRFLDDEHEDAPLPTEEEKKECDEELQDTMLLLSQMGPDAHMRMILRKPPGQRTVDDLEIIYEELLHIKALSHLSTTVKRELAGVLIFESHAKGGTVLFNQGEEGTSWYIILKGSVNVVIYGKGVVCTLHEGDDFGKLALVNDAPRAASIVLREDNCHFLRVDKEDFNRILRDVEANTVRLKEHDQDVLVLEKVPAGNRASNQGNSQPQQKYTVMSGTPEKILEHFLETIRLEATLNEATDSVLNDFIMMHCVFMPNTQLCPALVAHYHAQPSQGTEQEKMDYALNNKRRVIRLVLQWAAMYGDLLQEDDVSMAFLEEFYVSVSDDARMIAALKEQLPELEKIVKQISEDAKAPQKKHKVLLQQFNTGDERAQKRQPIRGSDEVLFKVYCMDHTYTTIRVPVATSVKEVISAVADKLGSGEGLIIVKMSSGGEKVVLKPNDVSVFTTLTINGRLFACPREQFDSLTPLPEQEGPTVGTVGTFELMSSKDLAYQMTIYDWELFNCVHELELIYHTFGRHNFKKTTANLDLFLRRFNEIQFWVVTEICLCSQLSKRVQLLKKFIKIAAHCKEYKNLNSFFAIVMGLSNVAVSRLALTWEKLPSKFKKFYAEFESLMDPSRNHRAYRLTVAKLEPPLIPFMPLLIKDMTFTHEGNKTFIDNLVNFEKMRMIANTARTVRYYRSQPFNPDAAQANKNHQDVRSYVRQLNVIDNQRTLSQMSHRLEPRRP
EPAC2 agonist: agonists of human EPAC2 (RAPGEF4); Q8WZA2; EPAC2 activation, biochemical qHTS; response scale: 100% = 6.5 mM cAMP response; Potency, µM (series often up to 154 µM), for inactives: top-dose activation, hits mostly activators; 360,000 compounds, 0.079% hits; also: potency is read from the fitted curve at half-maximal effect; nearly all actives have a fitted effect of over 50% in size
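In this primary screen, activation is scored as increased exchange of BODIPY-GDP from Rap1B by 100 nM EPAC2, with 50 uM GDP as competitor. Signal is normalized to the 6.5 mM cAMP agonist control.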
Abeta yeast res: A-beta toxicity reversal in yeast; yeast expressing A-beta42, growth rescue, OD600, 48 h; response scale: 0% DMSO, 100% iron-clioquinol control; Potency, µM (titrated, usually from 46.1 µM), without a hit: top-dose growth rescue, hits mostly activators; 410,000 compounds, 0.063% hits; AID 1347071; also: potency is read from the fitted curve at half-maximal effect; nearly all actives have a fitted effect of over 55% in size
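Yeast A-beta toxicity model in growth medium with pinned compounds, 48 h at 30 C; growth read as absorbance at 600 nm. Normalized to FeCl3/clioquinol equimolar mix (positive) and DMSO (negative).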
TDP-43 yeast inh: rescues yeast growth from TDP-43 toxicity; AID 652104; 410,000 compounds, 1.8% hits; TDP-43 expressing yeast growth rescue, BacTiter-Glo, 24 h; Potency, µM (highest dose often 46.1 µM), inactives show at the top dose growth rescue (activation), most hits filed as activators; also: potency is read from the fitted curve at half-maximal effect; % of control where 0% means no effect; nearly all actives have a fitted effect of over 50% in size
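Galactose-induced TDP-43 yeast, OD600=0.02, compound pinned; 24 hr, 30 deg C; BacTiter-Glo luminescence for growth. Inhibitors of TDP-43 toxicity read as activators.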
FUS suppressor: rescues growth of FUS-expressing yeast; S. cerevisiae FUS-expressing, growth rescue, OD600, 24 h; Potency, µM (series often up to 76.6 µM), for the others: at the highest dose growth rescue (activation), most hits filed as activators; 390,000 compounds, 0.24% hits;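 also: potency is read from the fitted curve at half-maximal effect; plate controls were DMSO vehicle for no effect and reference control for full effect; nearly all actives have a fitted effect of over 55% in size; some results filed as inactive show a strong effect at the top dose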
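Steps: raffinose overnight preculture; dilution to OD 0.005 in 2% galactose minimal medium; compound addition (concentration series); 24hr at 30C, 99% humidity; absorbance read at 600 nm.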
DRD3 agonist: agonists of human D3 dopamine receptor; D3R DiscoveRx beta-arrestin cells, luminescence, 90 min; max activation, %; 410,000 compounds, 0.58% hits; in the data active = max activation above about 30%; also: 0% is about no effect; mostly tested at two doses, the higher about 12 µM
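Agonist mode: compounds and dopamine controls were applied to plated cells for 90 min at 37 degrees C after an overnight attachment at 1500 cells/well. Luminescent read-out followed 30 - 60 minutes at room temperature with DiscoveRx detection reagent.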
aSyn rescue: alpha-synuclein toxicity inhibition in yeast; Yeast expressing alpha-synuclein, growth rescue, BacTiter-Glo, 24 h; AID 652106; 370,000 compounds, 0.14% hits; Potency, µM (highest dose often 46.1 µM), without a hit: at the top dose growth rescue (activation), usual class: activators; also: potency is read from the fitted curve at half-maximal effect; % of control where 0% means no effect; nearly all actives have a fitted effect of over 65% in size
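Readout is rescue of growth in alpha-synuclein-expressing yeast, so inhibitors of toxicity appear as activators. Growth after 24 hr at 30 deg C in galactose medium is quantified by luminescence.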
* marks the source's active call; other numbers are inactive results; [ ] = remark or other dose. Unless noted, calls follow the shape of the dose curve; as a rule, active = well fitted curve in the direction sought with a large enough effect; inconclusive = small, poorly fitted or top-dose-only effect, or another doubt; inactive = no such curve, though single readings can be large; an effect the other way counts as inactive or inconclusive. Not all compounds are listed; the hit share may differ from the screen's.

What do the screens show for `CCOC(=O)/C(C(C)=O)=C1/OC(=O)c2ccccc21`?
DRD3 antagonist: -10; EPAC2 antag: -2%; EPAC2 agonist: 12%; Abeta yeast res: -5%; TDP-43 yeast inh: -8%; FUS suppressor: -27%; DRD3 agonist: 0; aSyn rescue: 1%

What do the screens show for `COC(=O)c1ccc(C(=O)OC)c(NC(=O)CCS(=O)(=O)Cc2ccccc2)c1`?
DRD3 antagonist: 2; EPAC2 antag: -2%; EPAC2 agonist: -6%; Abeta yeast res: 4%; TDP-43 yeast inh: -15%; FUS suppressor: 18%; DRD3 agonist: 0; aSyn rescue: 1%

How did COc1ccc(OC)c2[nH]c(=O)c(CCNC(=O)c3ccc(Br)o3)cc12 do in these assays?
DRD3 antagonist: -15; EPAC2 antag: -5%; EPAC2 agonist: 12%; Abeta yeast res: -2%; TDP-43 yeast inh: -13%; FUS suppressor: 2%; DRD3 agonist: -7; aSyn rescue: 10%

How did COc1cccc(C(O)c2nc(-c3cnn(C)c3)cs2)c1 (stereo not given) do in these assays?
DRD3 antagonist: -1; EPAC2 antag: 3%; EPAC2 agonist: 7%; Abeta yeast res: 15%; TDP-43 yeast inh: 11%; FUS suppressor: -26%; DRD3 agonist: -5; aSyn rescue: 0%

How did Cc1ncc(C)c2c([N+](=O)[O-])cccc12 do in these assays?
DRD3 antagonist: -22; EPAC2 antag: 0%; EPAC2 agonist: 2%; Abeta yeast res: 0%; TDP-43 yeast inh: inconclusive; FUS suppressor: -9%; DRD3 agonist: -3; aSyn rescue: 1%

What do the screens show for `CN(C(=O)COC(=O)CNC(=O)c1cccs1)c1c(N)n(Cc2ccccc2)c(=O)[nH]c1=O`?
DRD3 antagonist: 1; EPAC2 antag: 7%; EPAC2 agonist: 6%; Abeta yeast res: -2%; TDP-43 yeast inh: 14%; FUS suppressor: 11%; DRD3 agonist: 3; aSyn rescue: 4%[1.84 µM]

What do the screens show for `O=C(c1ccc(F)cc1)c1ccc(N2CCCCC2)cc1`?
DRD3 antagonist: -7; EPAC2 antag: 2%; EPAC2 agonist: 29%; Abeta yeast res: 18%; TDP-43 yeast inh: 13%; FUS suppressor: 9%; DRD3 agonist: -1; aSyn rescue: -1%

What do the screens show for `COc1ccc(N=Cc2c[nH][nH]c2=O)cc1`?
DRD3 antagonist: 0; EPAC2 antag: 12%; EPAC2 agonist: -1%; Abeta yeast res: 5%; TDP-43 yeast inh: -2%; FUS suppressor: 4%; DRD3 agonist: -1; aSyn rescue: 0%

Results for Cn1c(=O)c2c(nc(N/N=C/c3cccnc3)n2Cc2ccc(F)cc2)n(C)c1=O ?
DRD3 antagonist: -11; EPAC2 antag: 1%; EPAC2 agonist: 9%; Abeta yeast res: -7%; TDP-43 yeast inh: -14%; FUS suppressor: -1%; DRD3 agonist: -3; aSyn rescue: 2%

Results for CC(C)C(NC(=O)c1ccc(Cl)cc1Cl)C(=O)N1CCN(S(=O)(=O)c2ccccc2)CC1 (stereo not given) ?
DRD3 antagonist: 0; EPAC2 antag: -12%; EPAC2 agonist: -1%; Abeta yeast res: 8%; TDP-43 yeast inh: -1%; FUS suppressor: 6%; DRD3 agonist: 4; aSyn rescue: 12%

How did CC(C)Oc1ccc(CNC(=O)c2ccc(CN3CC(=O)N4CCCCC4C3=O)cc2)cc1 (stereo not given) do in these assays?
Abeta yeast res: -10%; TDP-43 yeast inh: -11%; FUS suppressor: 0%; DRD3 agonist: -15

How did N#C/C(=C\c1ccc2c(c1)OCCO2)C(=O)NC1CCCCC1 do in these assays?
DRD3 antagonist: -14; EPAC2 antag: -8%; EPAC2 agonist: -1%; Abeta yeast res: -1%; TDP-43 yeast inh: -8%; FUS suppressor: 13%; DRD3 agonist: -4; aSyn rescue: -4%

How did COc1ccc(/C=C2\SC(=S)N(CCC(=O)Nc3ccccc3C(=O)O)C2=O)cc1 do in these assays?
DRD3 antagonist: 65; EPAC2 antag: -26%; EPAC2 agonist: -2%; Abeta yeast res: -1%; TDP-43 yeast inh: -17%; FUS suppressor: 9%; DRD3 agonist: 9; aSyn rescue: 7%

What do the screens show for `CC(=O)c1ccc(OCC(C)C)c(Cc2c(O)nc(N)[nH]c2=O)c1`?
DRD3 antagonist: 7; EPAC2 antag: 22%; EPAC2 agonist: 0%; Abeta yeast res: 2%; TDP-43 yeast inh: -6%; DRD3 agonist: -2; aSyn rescue: -5%

Results for Cc1ccccc1OCc1nnc(SCc2cc(=O)[nH]c3ccccc23)n1-c1ccccc1 ?
DRD3 antagonist: -5; EPAC2 antag: -20%; EPAC2 agonist: -7%; Abeta yeast res: 0%; TDP-43 yeast inh: -5%; DRD3 agonist: -11; aSyn rescue: -3%

How did Cc1ccc2nc(Cl)c3cc(C(=O)N4CCCC(C)C4)sc3c2c1 (stereo not given) do in these assays?
Abeta yeast res: 9%; TDP-43 yeast inh: inconclusive; FUS suppressor: 29%; DRD3 agonist: 1

How did CO[C@@H]1CN(C)C(=O)c2ccc(NC(=O)C3CCCC3)cc2OC[C@@H](C)N(Cc2ccc(F)cc2)C[C@H]1C do in these assays?
DRD3 antagonist: -3; EPAC2 antag: 0%; EPAC2 agonist: -12%; Abeta yeast res: 9%; TDP-43 yeast inh: 0%; FUS suppressor: 10%; DRD3 agonist: -7; aSyn rescue: 1%

What do the screens show for `CC(C)C1C(=O)N(Cc2cn(Cc3ccco3)nn2)CCS(=O)(=O)N1Cc1ccc(-c2ccc(F)cc2)cc1` (stereo not given)?
DRD3 antagonist: 3; EPAC2 antag: -13%; EPAC2 agonist: 4%; Abeta yeast res: -19%; TDP-43 yeast inh: 0%; FUS suppressor: inconclusive; DRD3 agonist: 3; aSyn rescue: 5%

Results for COc1cccc(N/C(N)=N/c2nc(C(F)(F)F)cc(=O)[nH]2)c1 ?
DRD3 antagonist: 2; EPAC2 antag: 0%; EPAC2 agonist: -6%; Abeta yeast res: 6%; TDP-43 yeast inh: -17%; DRD3 agonist: 1; aSyn rescue: 2%

Results for COc1ccc(NCc2nnc(SCC(=O)Nc3ccccc3OC)o2)cc1 ?
DRD3 antagonist: -12; EPAC2 antag: 0%; EPAC2 agonist: 4%; Abeta yeast res: 1%; TDP-43 yeast inh: -8%; FUS suppressor: 24%; DRD3 agonist: -6; aSyn rescue: -2%

How did CCN(CC)C(=O)c1c(C)[nH]c(=S)c(C#N)c1-c1ccco1 do in these assays?
DRD3 antagonist: -7; EPAC2 antag: 3%; EPAC2 agonist: 4%; Abeta yeast res: -22%; TDP-43 yeast inh: 9%; FUS suppressor: 32%; DRD3 agonist: -5; aSyn rescue: 0%

Results for CC(=O)NC(C)c1cc(Cl)c2cccnc2c1O (stereo not given) ?
EPAC2 antag: -14%; EPAC2 agonist: 4%; Abeta yeast res: 13%; FUS suppressor: -32%

What do the screens show for `O=C(COc1ccccc1)NCC(=O)N/N=C/c1ccc(Br)cc1`?
DRD3 antagonist: -1; EPAC2 antag: 18%; EPAC2 agonist: 1%; Abeta yeast res: -13%; TDP-43 yeast inh: -29%; DRD3 agonist: -11; aSyn rescue: 0%

What do the screens show for `O=C(Oc1ccccc1C(=S)N1CCOCC1)c1ccccc1`?
DRD3 antagonist: 8; EPAC2 antag: -13%; EPAC2 agonist: 10%; Abeta yeast res: 28%; TDP-43 yeast inh: 15%; FUS suppressor: -9%; DRD3 agonist: 8; aSyn rescue: 5%

What do the screens show for `N#CC1=C2SCN(C3CCCCC3)CN2C(=O)CC1c1ccc(Cl)cc1` (stereo not given)?
Abeta yeast res: -2%; TDP-43 yeast inh: -38%[inhibitor]; FUS suppressor: 23%; DRD3 agonist: 5

What do the screens show for `Cc1ccc(NC(=O)NC2CCCCCCC2)cc1`?
DRD3 antagonist: -7; EPAC2 antag: 4%; EPAC2 agonist: 9%; Abeta yeast res: 3%; TDP-43 yeast inh: 14%; FUS suppressor: -7%; DRD3 agonist: -8; aSyn rescue: -6%

How did Cc1noc(C)c1C(=O)NCCCc1ccccc1 do in these assays?
DRD3 antagonist: -25; EPAC2 antag: -1%; EPAC2 agonist: 9%; Abeta yeast res: 0%; TDP-43 yeast inh: -3%; FUS suppressor: 16%; DRD3 agonist: -6; aSyn rescue: -4%

What do the screens show for `Cc1nc2ccccc2n1CC(=O)NN`?
DRD3 antagonist: -5; EPAC2 antag: 26%; EPAC2 agonist: 2%; Abeta yeast res: -2%; TDP-43 yeast inh: -2%; FUS suppressor: -33%; DRD3 agonist: 0; aSyn rescue: -1%

How did COc1cccc(C(=O)NC(=S)Nc2ccc(Cl)cc2C(=O)O)c1 do in these assays?
DRD3 antagonist: 4; EPAC2 antag: -2%; EPAC2 agonist: -6%; Abeta yeast res: 25%; TDP-43 yeast inh: -25%; FUS suppressor: 14%; DRD3 agonist: 7; aSyn rescue: 5%

What do the screens show for `COc1cccc(CNc2cccc(C(F)(F)F)c2)c1O`?
DRD3 antagonist: 3; EPAC2 antag: -25%; EPAC2 agonist: 6%; Abeta yeast res: inconclusive; TDP-43 yeast inh: 28%; FUS suppressor: -9%; DRD3 agonist: 2; aSyn rescue: 7%

How did CN1CCN(Cc2c(O)ccc3occ(C(=O)c4ccccc4)c23)CC1 do in these assays?
DRD3 antagonist: 0; EPAC2 antag: 6%; EPAC2 agonist: 2%; Abeta yeast res: 16%; TDP-43 yeast inh: 4%; FUS suppressor: 3%; DRD3 agonist: 1; aSyn rescue: 3%

What do the screens show for `Cc1cc(C(=O)N(C)CC(=O)Nc2cccc(F)c2)no1`?
DRD3 antagonist: -24; EPAC2 antag: 2%; EPAC2 agonist: 8%; Abeta yeast res: 4%; TDP-43 yeast inh: -5%; FUS suppressor: -6%; DRD3 agonist: -19; aSyn rescue: -2%

What do the screens show for `O=C(CCc1nc(-c2ccccc2)no1)NCCc1ccccc1`?
DRD3 antagonist: -23; EPAC2 antag: 5%; EPAC2 agonist: 2%; Abeta yeast res: 16%; TDP-43 yeast inh: -13%; FUS suppressor: inconclusive; DRD3 agonist: 18; aSyn rescue: -11%

Results for COc1ccc(CCNS(=O)(=O)c2ccc(C3CNC(=O)C3)cc2)cc1OC (stereo not given) ?
DRD3 antagonist: -16; EPAC2 antag: 7%; EPAC2 agonist: 7%; Abeta yeast res: -1%; TDP-43 yeast inh: -18%; FUS suppressor: -17%; DRD3 agonist: 2; aSyn rescue: 0%
